TDP2 inh = blocks human TDP2 phosphodiesterase activity; inhibition, % at 12.8 µM; O95551; recombinant TDP2, T5PNP hydrolysis, p-nitrophenol absorbance 415 nm; actives 0.34% (n = 370,000);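 active = inhibition above the mean of all tested compounds plus 3 SD, set per campaign, cut at about 25% in these data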;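 note: 0% = DMSO with enzyme and 100% = buffer with substrate but no TDP2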
Target sequence (O95551 whole entry, looked up): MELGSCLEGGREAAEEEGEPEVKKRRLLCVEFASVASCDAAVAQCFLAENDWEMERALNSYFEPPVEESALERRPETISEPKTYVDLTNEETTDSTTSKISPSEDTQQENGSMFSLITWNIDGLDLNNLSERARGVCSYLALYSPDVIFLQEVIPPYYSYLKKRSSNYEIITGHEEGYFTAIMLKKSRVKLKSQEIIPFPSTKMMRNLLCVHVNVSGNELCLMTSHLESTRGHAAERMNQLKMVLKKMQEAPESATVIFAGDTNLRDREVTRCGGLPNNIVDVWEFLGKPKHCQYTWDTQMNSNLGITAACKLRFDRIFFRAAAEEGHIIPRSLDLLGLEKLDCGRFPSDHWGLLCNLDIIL
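Test system: human TDP2 enzyme; Input: 120 nM TDP2 per well; Buffer or medium: Mg2+-containing Tris-HCl buffer, pH 7.5; Reagent: 5 mM T5PNP; Dosing: 12.8 µM single point, 1% DMSO; Incubation: reaction 2 h, 37 °C; Detection: p-Nitrophenol epi absorbance; Read-out: % inhibition relative to enzyme-containing and enzyme-free wells; Replicates: single well per compound.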
ADAM10 inh = ADAM10 inhibition, QFRET primary screen. O14672. recombinant ADAM10, EDANS/DABCYL FRET peptide cleavage, 3 h. inhibition, % at 7 µM. actives 0.62% (n = 370,000). AID 720582;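 active = inhibition above a per-campaign cutoff equal to the mean of compounds falling between control-based bounds plus 3 SD, cut at about 20% in these data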;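 note: 0% = DMSO wells while the 100% control is not disclosed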
Target sequence (O14672 214-748 limits assumed): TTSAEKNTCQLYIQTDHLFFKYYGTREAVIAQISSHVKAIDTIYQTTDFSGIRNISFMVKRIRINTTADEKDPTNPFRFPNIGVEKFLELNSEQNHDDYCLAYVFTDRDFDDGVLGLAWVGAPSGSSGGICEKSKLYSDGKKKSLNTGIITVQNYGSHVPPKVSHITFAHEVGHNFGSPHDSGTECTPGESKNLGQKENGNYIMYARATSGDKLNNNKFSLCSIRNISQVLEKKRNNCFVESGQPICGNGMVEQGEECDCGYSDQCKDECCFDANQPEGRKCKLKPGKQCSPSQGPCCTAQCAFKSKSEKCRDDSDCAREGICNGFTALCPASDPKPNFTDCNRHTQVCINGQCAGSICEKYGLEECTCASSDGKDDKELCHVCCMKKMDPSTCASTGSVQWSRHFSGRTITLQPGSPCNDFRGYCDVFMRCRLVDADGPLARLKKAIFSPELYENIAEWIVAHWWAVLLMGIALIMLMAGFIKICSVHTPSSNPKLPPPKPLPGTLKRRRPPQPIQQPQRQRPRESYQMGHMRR
DDE Tn7 FP inh = disrupts Tn7 cyclic peptide binding to fibrin D-Dimer-E complex; P02675; FP displacement of FITC-Tn7 peptide from fibrin DD(E); 0% = median of compound wells per plate; inhibition, % at 8.3 µM; actives 0.13% (n = 370,000); AID 720508;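 active = inhibition above the mean of compounds falling within the control limits plus 3 SD of them, cut at about 14% in these data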;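 note: 0% = plate median of compound wells and 100% = 10 µM Aha-Tn7 peptide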
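Test system – human fibrin DD(E) · Times – 10 min preincubation, 3 h with tracer, room temperature · Detection – fluorescence polarization of the labelled Tn7 tracer · Measure – percent inhibition normalized to high-control wells · Benchmarks – high control wells with 10 µM unlabelled Aha-Tn7 peptide (full inhibition) · Repeats – singlicate testing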
DDE Tn6 FP inh = inhibitors of Tn6 peptide binding to human fibrin DD(E); P02675; actives 0.21% (n = 370,000); Fibrin DD(E) TRITC-Tn6 fluorescence polarization displacement; inhibition, % at 8.3 µM; AID 720509;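 active = inhibition above a per-campaign cutoff: mean of compounds within control limits plus 3 SD, cut at about 15% in these data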;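 note: 0% = median of all compound wells on the plate and 100% = blocking peptide control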
SIAE inh = inhibitors of human sialic acid acetylesterase SIAE; SIAE FP-Rh probe binding, fluorescence polarization; inhibition, % at 9.66 µM; actives 0.69% (n = 370,000);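 active = inhibition above a cutoff: mean of compounds within the control limits plus 3 SD of those, cut at about 17% in these data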;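 note: 0% = plate median of compound wells and 100% = probe without SIAE protein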
ARFGAP1 inhibitor = inhibitors of rat ARFGAP1; Q62848; Arfgap1-stimulated ARF1 GTP hydrolysis, GDP FP detection; inhibition, % at 16.5 µM; actives 0.26% (n = 360,000); AID 651572;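 active = inhibition above a per-plate limit, mean inhibition of low control wells plus 3 SD, cut at about 25% in these data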;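 note: 0% = DMSO wells with enzyme and 100% = wells lacking Arfgap1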
Target sequence (Q62848 1-136 limits assumed): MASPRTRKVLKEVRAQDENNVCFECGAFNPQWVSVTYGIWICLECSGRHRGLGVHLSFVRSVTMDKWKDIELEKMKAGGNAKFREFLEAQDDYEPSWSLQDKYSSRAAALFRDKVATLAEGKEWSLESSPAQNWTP
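Repeats: one replicate per compound; assay system: rat Arfgap1 catalytic domain, aa 1-136; times: enzyme reaction 120 min at 25 °C after 20 min preincubation; detection: FP of antibody-bound GDP Alexa 633 tracer, ex 620/em 688 nm; benchmarks: high control wells lacking Arfgap1, low control full reaction with DMSO; reagent: human ARF1(Δ1-17)-GTP substrate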
ASAP1 GAP inh = blocks human ASAP1-stimulated Arf1 GTP hydrolysis. Q9ULH1. GDP FP detection. inhibition, % at 16.5 µM. actives 0.19% (n = 360,000); in the data active = inhibition above about 25%;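 note: 0% = vehicle with enzyme and substrate and 100% = no enzyme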
PLC-beta3 inh = inhibitors of human phospholipase C beta3; Q01970; Purified PLC-beta3, fluorogenic substrate, fluorescence; inhibition, % at 12.2 µM; actives 0.18% (n = 370,000); AID 720704; in the data active = inhibition above about 11%;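 note: 0% = median of compound wells on plate and 100% = full blocker control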
PLCg1 inh = blocks human PLC-gamma1 enzyme activity. P19174. AID 720700. actives 0.84% (n = 370,000). inhibition, % at 12.2 µM. purified PLC-gamma1, fluorogenic substrate, fluorescence; in the data active = inhibition above about 9.5%
ADAM17 inh = inhibits human ADAM17; recombinant ADAM17, EDANS/DABCYL FRET peptide cleavage; inhibition, % at 6.95 µM; actives 0.83% (n = 370,000);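 active = inhibition above the mean of compounds lying between control limits plus 3 SD, set per campaign, cut at about 8.5% in these data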;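 note: 0% = DMSO-only wells as the low control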
* hit, by the source's call. Not a hit list; about 3.6% have a hit in one of these screens.

SMILES	TDP2 inh	ADAM10 inh	DDE Tn7 FP inh	DDE Tn6 FP inh	SIAE inh	ARFGAP1 inhibitor	ASAP1 GAP inh	PLC-beta3 inh	PLCg1 inh	ADAM17 inh
COCCn1nnnc1C(CC(C)C)N1CCN(c2cccc(OC)c2)CC1 (stereo not given)	3	-6	4	-2	7	6	-2	1	-1	-2
CCCCN(C)c1c(C)nc2ccc(C(=O)N3CCN(C(C)=O)CC3)cn12	8	-5	2	2	-3	7	-7	3	3	2
CCOCCCNC(=O)C1CC(=O)N(CCc2ccc(C)cc2)C1 (stereo not given)	10	-1	-5	3	-4	13	13	-4	0	3
Nc1nnc(CC(=O)NCc2ccccc2)s1	-2	-11	-4	1	-3	2	8	1	3	-5
CCN(CC)CCN(Cc1cc2cc(C)c(C)cc2[nH]c1=O)C(=S)NCc1ccco1	-4	-32	-2	-2	4	8	-1	-22	-13	-9
CCOC(=O)N1CCC(N(CCOC)C(=S)Nc2cccc(SC)c2)CC1	-8	-2	-1	5	6	7	12	-6	-2	-1
NC(=O)CSc1nc2c(sc(=S)n2-c2ccccc2)c(=O)[nH]1	-8	5	-4	-1	2	0	-7	-1	10*	2
CCN(CC)S(=O)(=O)c1ccc(NC(=O)c2ccc(Cl)nc2)cc1	7	5	-7	-6	4	6	-2	-8	-1	1
Cc1cc(C)n(-c2nc(NCCC(C)C)c3c4c(sc3n2)COC(C)(C)C4)n1	3	-45	2	1	-4	-16	-6	-2	-4	-18
O=C(Nc1ccccc1)NC1(C(=O)N2CCC(O)CC2)CCCCC1	5	-3	4	-1	-3	2	-8	-4	3	-4
CCOCC(=O)Nc1c(C(=O)N2CCN(c3ncccn3)CC2)oc2ccccc12	-3	1	4	8	-4	-2	-9	-7	-1	0
COC(=O)c1c(C)[nH]c(C(=O)COC(=O)c2c(C)noc2C)c1C	1	-13	4	-8	1	-1	-10	-7	-1	0
O=C1CC(N2CCN(c3ccc(Cl)c(Cl)c3)CC2)C(=O)N1 (stereo not given)	5	0	2	2	-2	7	-2	-2	-4	-2
Cn1c(NC(=O)C2CC2)cc(=O)n(C)c1=O	11	-4	-5	-7	8	7	6	2	0	0
CCC(=O)N1c2ccc(S(=O)(=O)N3CCCCC3)cc2CC1C (stereo not given)	-2	2	-5	-4	2	-6	5	-8	-1	1
Cc1ccc2c(CC(=O)N3CCN(S(=O)(=O)c4cccs4)CC3)coc2c1	2	5	5	4	3	-3	1	0	-8	1
CN1C(=O)CC2(C)C1=CCc1scnc12 (stereo not given)	5	-11	3	-2	-2	-16	3	-1	-1	-2
Cc1cc(Br)ccc1NC(=O)CN(C)C(=O)CSCc1ccccc1	-8	2	-4	-8	-3	15	2	-4	2	4
Cc1ccc(-c2cc(C(=O)NCCCn3ccnc3)no2)cc1	11	-5	-2	8	3	6	-6	2	-1	-1
CCC(=O)N(C)C[C@@H]1Oc2cc(Br)ccc2S(=O)(=O)N([C@@H](C)CO)C[C@@H]1C	8	-18	-7	-4	-1	-2	5	-1	2	-1
COc1cc(OC)c(OC)cc1/C=N/NC(=O)CSc1ccccc1F	-10	-70	-1	5	1	4	-2	-22	-13	-23
Cc1cc(=O)oc2ccc(OCc3ccccc3)cc12	-17	-101	-9	3	-1	9	5	-39	-24	-44
Cc1n[nH]c(C)c1CNCc1c(C(=O)N2CCCCCCC2)nc2ccc(Cl)cn12	-12	1	5	6	-2	-13	0	-5	-2	-3
CCOC(=O)[C@H]1[C@H]2COc3ccc(Br)cc3[C@@H]2N2C(=O)CN(Cc3ccc(OC)cc3)C(=O)[C@@]12C	-6	5	0	4	7	-1	9	1	-1	2
O=C(O)c1cccc(Cn2c(Cl)c(/C=N/NC(=O)c3ccccc3)sc2=O)c1	-8	-11	4	1	1	-8	2	-5	-2	-6
COc1ccccc1NC(=S)NCCN1CCOCC1	9	1	-2	-8	17*	-14	-13	1	0	3
Cc1ccc(NC(=O)C2=C(O)c3ccccc3N(C)S2(=O)=O)cc1	-7	-268	1	-7	-9	16	4	-57	-42	-63
CCCC(=O)NC(=S)Nc1cccc(Cl)c1N1CCCC1	-2	-3	5	7	-7	4	-2	-11	2	-4
COC(=O)c1sc(S(=O)(=O)NCCCN(C)C)c(C(=O)OC)c1C	10	3	3	0	-2	-2	-5	-7	-1	-5
COc1ccc(COC(=O)c2cc([N+](=O)[O-])ccc2N2CCOCC2)cc1F	0	1	-9	-2	-3	2	-7	-5	5	-1
COc1ccc2cc(C#N)c(Nc3cccc(F)c3)nc2c1	-16	0	-3	-6	-3	-12	13	4	3	-6
O=C(C1CCCN(S(=O)(=O)c2cccc3nonc23)C1)N1CCN(c2ccccc2Cl)CC1 (stereo not given)	-10	10	-9	2	-6	20	-4	7	14*	5
COC(=O)c1c(C)[nH]c(C(=O)CN2C(=O)NC3(CCOc4ccccc43)C2=O)c1C (stereo not given)	9	-2	-2	5	-5	5	7	-4	1	3
CCOC(=O)Cc1ccc(NC(=O)c2cccc([N+](=O)[O-])c2)cc1	-7	-9	1	-3	3	-3	5	2	-1	-3
COc1cc2c(cc1OC)C(c1cccc(Cl)c1)CC(=O)N2 (stereo not given)	0	0	4	-1	-1	5	3	-3	-1	-1
COc1cc(CC(=O)N2CCN(C(=O)C3CCCO3)CC2)cc(OC)c1OC (stereo not given)	7	-2	-9	-8	8	12	12	-1	1	-3
Cc1cc(C)c2nc(N3CCN(C)CC3)c(C#N)cc2c1	-2	-144	-1	3	13	-6	-1	-81	-67	-42
COc1cc(C(=O)NCCOc2ccccc2)c(Br)c(OC)c1OC	-9	-1	4	4	3	1	21	5	3	-1
C=C(C)CNc1cc(S(=O)(=O)N2CCOCC2)ccc1Oc1ccccc1	-5	7	5	7	-10	-4	-5	-7	4	7
CC(C)(C)c1ccc(S(=O)(=O)N2CCN(c3ncccn3)CC2)cc1	3	2	-2	-3	-3	2	-2	2	5	2
COc1ccc(C2C3=C(CC(C)(C)CC3=O)Oc3ncn4nc(-c5ccccc5)nc4c32)cc1 (stereo not given)	-13	8	-6	-2	13	7	2	-1	6	1
COc1ccc(/C=C/C(=O)Nc2cccc(S(=O)(=O)NC3=NCCCCC3)c2)cc1	-12	6	-5	0	-6	3	12	-11	0	1
O=C(CCCN1CCC(NC(=O)c2ccccc2)CC1)c1ccc(Cl)cc1	6	8	-4	-8	1	6	0	-3	-1	-1
CCNC(=O)c1c(O)c2cccc3c2n(c1=O)CC3	7	-30	-5	3	-5	-2	-5	0	-1	-9
CC(C)(C)c1nnc2sc(SCC(=O)c3ccc4c(c3)OCCO4)nn2c1=O	-5	7	4	-4	2	-2	-3	-5	6	-1

A draw from above in order of count of non-hydrogen atoms, ascending.
SMILES	TDP2 inh	ADAM10 inh	DDE Tn7 FP inh	DDE Tn6 FP inh	SIAE inh	ARFGAP1 inhibitor	ASAP1 GAP inh	PLC-beta3 inh	PLCg1 inh	ADAM17 inh
Cc1cc(C)c2nc(N3CCN(C)CC3)c(C#N)cc2c1	-2	-144	-1	3	13	-6	-1	-81	-67	-42
COc1cc2c(cc1OC)C(c1cccc(Cl)c1)CC(=O)N2 (stereo not given)	0	0	4	-1	-1	5	3	-3	-1	-1
COc1cc(CC(=O)N2CCN(C(=O)C3CCCO3)CC2)cc(OC)c1OC (stereo not given)	7	-2	-9	-8	8	12	12	-1	1	-3

More records
SMILES	TDP2 inh	ADAM10 inh	DDE Tn7 FP inh	DDE Tn6 FP inh	SIAE inh	ARFGAP1 inhibitor	ASAP1 GAP inh	PLC-beta3 inh	PLCg1 inh	ADAM17 inh
O=C(CCSCCc1ccncc1)NCCCN1CCOCC1	8	-8	-2	-5	4	6	14	1	1	-4
Fc1ccc(N2CCN(c3nnnn3-c3ccccc3)CC2)cc1	-8	-8	5	5	-2	5	4	-6	0	-8
CCOc1ccc(NC(=O)c2cc(=O)[nH]c3ccccc23)cc1	9	9	-3	5	-1	-4	-4	-6	-3	1
Cc1ccccc1C(=O)N(Cc1cccs1)C1CCS(=O)(=O)C1 (stereo not given)	2	-1	1	-2	-2	7	-15	-6	1	-3
O=C(N/N=C/C(Br)=C/c1ccccc1)NC1CCCCC1	7	15	2	0	2	-4	-12	-3	5	7
CSc1ncccc1C(=O)OCC(=O)NC(C)C	2	-3	1	0	-2	17	6	-4	0	-2
COC(=O)c1[nH]c2cc(OC)ccc2c1NC(=O)CCN1CCN(Cc2ccc3c(c2)OCO3)CC1	-4	-5	0	-4	0	-8	7	-5	0	-5

Another view of part of the listing above:
canonical_smiles,TDP2 inh,ADAM10 inh,DDE Tn7 FP inh,DDE Tn6 FP inh,SIAE inh,ARFGAP1 inhibitor,ASAP1 GAP inh,PLC-beta3 inh,PLCg1 inh,ADAM17 inh
COc1cc(OC)c(OC)cc1/C=N/NC(=O)CSc1ccccc1F,-10,-70,-1,5,1,4,-2,-22,-13,-23
Cc1cc(=O)oc2ccc(OCc3ccccc3)cc12,-17,-101,-9,3,-1,9,5,-39,-24,-44
Cc1n[nH]c(C)c1CNCc1c(C(=O)N2CCCCCCC2)nc2ccc(Cl)cn12,-12,1,5,6,-2,-13,0,-5,-2,-3

One compound at a time (already shown). Order of values: TDP2 inh | ADAM10 inh | DDE Tn7 FP inh | DDE Tn6 FP inh | SIAE inh | ARFGAP1 inhibitor | ASAP1 GAP inh | PLC-beta3 inh | PLCg1 inh | ADAM17 inh
O=C(N/N=C/C(Br)=C/c1ccccc1)NC1CCCCC1 as listed: 7 | 15 | 2 | 0 | 2 | -4 | -12 | -3 | 5 | 7
Cc1ccccc1C(=O)N(Cc1cccs1)C1CCS(=O)(=O)C1 (stereo not given) as listed: 2 | -1 | 1 | -2 | -2 | 7 | -15 | -6 | 1 | -3
CCOc1ccc(NC(=O)c2cc(=O)[nH]c3ccccc23)cc1 as listed: 9 | 9 | -3 | 5 | -1 | -4 | -4 | -6 | -3 | 1

Bioassay records as filed in PubChem BioAssay.
